CSN inh: inhibitors of human CSN-mediated cullin deneddylation | Q92905 | Purified CSN, SCF-Nedd8-OG deneddylation, fluorescence polarization | inhibition, % at 12.5 µM | actives 0.38% (n = 360,000) | AID 651999;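 active means pattern-corrected inhibition above about 35%, with an unprinted fluorescence ratio check between 0.5 and 1.5, limit read from the data, passing the limit was not always enough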;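 further: 0% = enzyme with substrate and 100% = substrate without enzyme; some results filed as inactive read as strong as hits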
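Assay system: purified human Csn5 enzyme expressed in HEK293T cells; Input: 0.24 nM Csn5 enzyme, final concentration; Reagent: 10 nM SCFSkp2-Nedd8OG; Compound dosing: 12.5 µM single point; Times: reaction 90 min, room temperature; Technique: fluorescence polarization readout.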
STEP inh: inhibitors of human striatal-enriched phosphatase STEP; recombinant STEP, OMFP fluorogenic substrate, fluorescence; inhibition, % at 20 µM; actives 0.25% (n = 360,000); AID 588621;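 active means inhibition at 20 µM, scaled per plate between control wells, above about 37%, limit read from the data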;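 further: 0% = DMSO with enzyme and substrate and 100% = substrate only without enzyme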
Target sequence (P54829 whole entry, looked up): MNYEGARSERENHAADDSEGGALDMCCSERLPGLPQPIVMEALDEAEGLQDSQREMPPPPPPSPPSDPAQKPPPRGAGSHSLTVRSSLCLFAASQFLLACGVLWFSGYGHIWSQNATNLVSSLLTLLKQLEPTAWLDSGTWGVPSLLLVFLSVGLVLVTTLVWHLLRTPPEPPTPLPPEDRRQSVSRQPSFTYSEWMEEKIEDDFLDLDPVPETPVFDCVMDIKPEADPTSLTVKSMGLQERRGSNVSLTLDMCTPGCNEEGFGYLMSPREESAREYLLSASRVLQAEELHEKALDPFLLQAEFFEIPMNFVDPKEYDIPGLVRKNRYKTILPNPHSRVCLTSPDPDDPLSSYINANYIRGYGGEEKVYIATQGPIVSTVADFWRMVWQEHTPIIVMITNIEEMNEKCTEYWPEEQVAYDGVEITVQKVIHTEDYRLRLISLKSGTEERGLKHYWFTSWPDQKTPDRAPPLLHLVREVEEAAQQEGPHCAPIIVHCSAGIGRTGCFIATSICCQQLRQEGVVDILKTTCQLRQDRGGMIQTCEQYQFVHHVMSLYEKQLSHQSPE
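System: STEP phosphatase, cell-free reaction; Buffer or medium: Bis-Tris pH 6.0 buffer with DTT, detergent; Incubation: 20 min at room temperature, dark; Measured by: fluorescence, 480/540 nm.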
LMPTP inh: blocks human LMPTP phosphatase | P24666 | actives 0.22% (n = 360,000) | AID 651560 | inhibition, % at 20 µM | recombinant LMPTP-A, OMFP fluorogenic substrate, fluorescence intensity;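 active means compounds that cut the enzyme signal by at least half of the control window in the single-dose screen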;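 further: plate controls were DMSO wells with enzyme plus substrate for no effect and substrate without enzyme for full effect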
Target sequence (P24666 whole entry, looked up): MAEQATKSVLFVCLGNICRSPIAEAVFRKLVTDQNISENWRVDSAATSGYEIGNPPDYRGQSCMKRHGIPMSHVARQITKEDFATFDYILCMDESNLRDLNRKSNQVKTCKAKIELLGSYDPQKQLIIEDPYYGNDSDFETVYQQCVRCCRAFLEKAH
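Test system – LMPTP-A phosphatase enzyme · Quantity – 0.625 nM LMPTP-A final · Reagent – OMFP substrate, 400 µM final · Dosing – one test concentration per compound, 20 µM, with 3% DMSO overall · Timing – 50 min enzyme reaction at room temperature, protected from light · Detection – fluorescence intensity · Controls – substrate-only low control, DMSO enzyme-plus-substrate high control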
Rpn11 block: inhibitors of human proteasome Rpn11; O00487; human 26S proteasome, Ub4-pepOG fluorescence polarization; 20S core pre-blocked with epoxomicin; calls only at 20 µM; actives 0.59% (n = 360,000); AID 588493;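 active means inhibition at 20 µM, scaled to each plate's controls, above about 33%, limit read from the data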
Neddyl block: inhibitors of human cullin neddylation; TR-FRET cullin neddylation, biochemical; calls only at 25 µM; actives 0.58% (n = 360,000); in the data active means inhibition above about 36%
Rin1 Abl inh: human Rin1-Abl interaction inhibition; actives 0.4% (n = 360,000); inhibition, % at 7.35 µM; TR-FRET Rin1/Abl binding, biochemical; P00519+Q13671; in the data active means inhibition above about 5%, passing the limit was not always enough
DNMT1 block: inhibitors of human DNMT1; actives 0.83% (n = 360,000); DNMT1 molecular beacon, Hinp1I cleavage, fluorescence; inhibition (reported as % activation of signal), % at 10 µM; in the data active means inhibition above about 50%
NadD inh: inhibitors of Staphylococcus aureus NadD; purified NadD enzyme, colorimetric absorbance read-out; inhibition, % at 20 µM; actives 0.78% (n = 360,000); AID 602399; in the data active means inhibition above about 26%; further: some compounds past the cut are filed as inactive
Scp1 inh: Scp-1 (human) phosphatase inhibition; Q9GZU7; Recombinant Scp1, phosphopeptide, malachite green phosphate absorbance; inhibition, % at 20 µM; actives 0.88% (n = 340,000); AID 493091;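 active means inhibition above about 50% at 20 µM, limit read from the data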;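 further: plate controls were DMSO wells with enzyme for no effect and wells lacking enzyme for full effect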
Target sequence (Q9GZU7 76-261 limits assumed): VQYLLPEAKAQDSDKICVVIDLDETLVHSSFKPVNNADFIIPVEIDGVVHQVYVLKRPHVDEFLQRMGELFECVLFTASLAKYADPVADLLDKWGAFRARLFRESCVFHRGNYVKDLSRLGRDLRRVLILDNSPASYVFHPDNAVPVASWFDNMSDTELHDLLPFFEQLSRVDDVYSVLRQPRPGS
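System: truncated SCP-1 phosphatase (76-261aa); medium: Tris acetate buffer pH 5.5 with MgCl2 and Tween-20; incubation: 45 min room-temperature reaction, 5 min colour, 30 min stabiliser; compound: single 20 µM dose, 1% DMSO; reagent: Phosphorylated 17-residue peptide substrate; read-out: % inhibition at 20 µM; technique: colorimetric free-phosphate detection, absorbance 630 nm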
SUMO1 PPI mod: alters human SUMO1 binding to SIM partners. P63165. SUMO1 binding to a labelled peptide, TR-FRET, 1 h. inhibition, % at 20 µM. actives 0.33% (n = 360,000). AID 602429; in the data active means inhibition above about 37%
Target sequence (P63165 whole entry, looked up): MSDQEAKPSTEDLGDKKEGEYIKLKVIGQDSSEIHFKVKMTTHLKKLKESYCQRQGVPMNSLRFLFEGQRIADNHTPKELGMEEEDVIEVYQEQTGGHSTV
* marks the source's active call; other numbers are inactive results.

What do the screens show for `O=C1C(c2ccc(F)cc2)N(Cc2ccc3c(c2)OCO3)C(=O)CN1C1CCCC1` (stereo not given)?
CSN inh: -2.4; STEP inh: 1.2; LMPTP inh: -0.2; Rpn11 block: inactive; Neddyl block: inactive; Rin1 Abl inh: -1.9; DNMT1 block: 1.5; NadD inh: -4.6; Scp1 inh: -5.3; SUMO1 PPI mod: -1.1

How did COc1cc(OC)nc(NC2OC(=O)c3ccccc32)n1 (stereo not given) do in these assays?
CSN inh: -5.6; STEP inh: -5.9; LMPTP inh: -1.6; Rpn11 block: inactive; Neddyl block: inactive; Rin1 Abl inh: -0.5; DNMT1 block: 4.9; NadD inh: 2.5; Scp1 inh: -4.7; SUMO1 PPI mod: 7.2

How did COc1cc2ccccc2cc1C(=O)Nc1ccc(Br)cn1 do in these assays?
CSN inh: -5.3; STEP inh: -0.3; LMPTP inh: -1.9; Rpn11 block: inactive; Neddyl block: inactive; Rin1 Abl inh: -0.4; DNMT1 block: 3.5; NadD inh: 0.5; Scp1 inh: 1.3; SUMO1 PPI mod: -8.3

How did Cc1ccc(S(=O)(=O)N2CCN(C(=O)COC(=O)Cc3c(F)cccc3Cl)CC2)c(C)c1 do in these assays?
CSN inh: 0.3; STEP inh: -1.3; LMPTP inh: 1.6; Rpn11 block: inactive; Neddyl block: inactive; Rin1 Abl inh: 1.0; DNMT1 block: 6.9; NadD inh: -7.6; Scp1 inh: -0.1; SUMO1 PPI mod: -2.7

Results for COc1ccc(N2C(=O)CSC2c2cccs2)cc1 (stereo not given) ?
CSN inh: 4.0; STEP inh: -2.4; LMPTP inh: 0.4; Rpn11 block: inactive; Neddyl block: inactive; Rin1 Abl inh: -1.4; DNMT1 block: 2.6; NadD inh: -6.1; Scp1 inh: -5.1; SUMO1 PPI mod: 0.7

How did CCC(C)NC(=O)Cn1ccc2cc(S(=O)(=O)N3CCCCCC3)ccc21 (stereo not given) do in these assays?
CSN inh: -0.4; STEP inh: -1.6; LMPTP inh: 0.8; Rpn11 block: inactive; Neddyl block: inactive; Rin1 Abl inh: -1.5; DNMT1 block: -1.9; NadD inh: 3.4; Scp1 inh: -2.5; SUMO1 PPI mod: -3.0

Results for O=C(NCc1ccc(N2CCCC2=O)cc1)c1cccc(Cl)c1 ?
CSN inh: -5.1; STEP inh: -2.3; LMPTP inh: -1.2; Rpn11 block: inactive; Neddyl block: inactive; Rin1 Abl inh: -1.3; DNMT1 block: -0.4; NadD inh: 0.1; Scp1 inh: -6.1; SUMO1 PPI mod: 2.9

How did COc1ccc(OCCCC(=O)N2CCCc3ccccc32)cc1 do in these assays?
CSN inh: 1.9; STEP inh: -0.4; LMPTP inh: -1.3; Rpn11 block: inactive; Neddyl block: inactive; Rin1 Abl inh: 0.2; DNMT1 block: -4.5; NadD inh: -5.7; Scp1 inh: -6.2; SUMO1 PPI mod: 0.2

How did Cc1nc(SCc2nc3c(O)cccc3[nH]2)c2oc3ccccc3c2n1 do in these assays?
CSN inh: -5.0; STEP inh: -0.5; LMPTP inh: 25.4; Rpn11 block: inactive; Neddyl block: inactive; Rin1 Abl inh: -3.2; DNMT1 block: -0.4; NadD inh: 5.2; Scp1 inh: -3.0; SUMO1 PPI mod: 2.1

How did Cc1nc(N2CCN(S(=O)(=O)c3cccc4nonc34)CC2)c2c3c(sc2n1)CCCC3 do in these assays?
CSN inh: 2.2; STEP inh: 1.0; LMPTP inh: 2.8; Rpn11 block: inactive; Neddyl block: inactive; Rin1 Abl inh: 5.8; DNMT1 block: -2.3; NadD inh: 28.8; Scp1 inh: 19.7; SUMO1 PPI mod: -10.5

How did CC(NC(=O)COc1ccccc1)C(=O)N1CCN(c2ccc(F)cc2)CC1 (stereo not given) do in these assays?
CSN inh: 0.9; STEP inh: 3.6; LMPTP inh: -0.7; Rpn11 block: inactive; Neddyl block: inactive; Rin1 Abl inh: 0.1; DNMT1 block: 0.8; NadD inh: 5.1; Scp1 inh: -4.6; SUMO1 PPI mod: 28.6

Results for CCSc1nnc(NC(=O)Cc2ccccc2OC)s1 ?
CSN inh: -4.5; STEP inh: -2.2; LMPTP inh: 0.2; Rpn11 block: inactive; Neddyl block: inactive; Rin1 Abl inh: 0.3; DNMT1 block: 3.5; NadD inh: -2.9; Scp1 inh: -6.2; SUMO1 PPI mod: -3.3

How did O=C(Cc1ccccc1)NNS(=O)(=O)c1ccc(F)cc1 do in these assays?
CSN inh: -2.6; STEP inh: -3.0; LMPTP inh: 0.5; Rpn11 block: inactive; Neddyl block: inactive; Rin1 Abl inh: -1.0; DNMT1 block: 4.0; NadD inh: 4.5; Scp1 inh: 7.9; SUMO1 PPI mod: -0.2

Results for Cc1c(NC(=S)NC(=O)c2ccccc2)c(=O)n(-c2ccccc2)n1C ?
CSN inh: 5.5; STEP inh: -0.6; LMPTP inh: -1.1; Rpn11 block: inactive; Neddyl block: inactive; Rin1 Abl inh: -2.3; DNMT1 block: -2.9; NadD inh: -0.9; Scp1 inh: -10.8; SUMO1 PPI mod: -1.2

What do the screens show for `CC/C(O)=C1\C(=O)CCCC1=NCCc1nc2ccccc2[nH]1`?
CSN inh: -10.2; STEP inh: 1.9; LMPTP inh: -0.5; Rpn11 block: inactive; Neddyl block: inactive; Rin1 Abl inh: -2.3; DNMT1 block: 1.6; NadD inh: 1.3; SUMO1 PPI mod: -0.5

The final 2 records of the part before come first, to join the parts.
Results for Cc1c(NC(=S)NC(=O)c2ccccc2)c(=O)n(-c2ccccc2)n1C ?
CSN inh: 5.5; STEP inh: -0.6; LMPTP inh: -1.1; Rpn11 block: inactive; Neddyl block: inactive; Rin1 Abl inh: -2.3; DNMT1 block: -2.9; NadD inh: -0.9; Scp1 inh: -10.8; SUMO1 PPI mod: -1.2

What do the screens show for `CC/C(O)=C1\C(=O)CCCC1=NCCc1nc2ccccc2[nH]1`?
CSN inh: -10.2; STEP inh: 1.9; LMPTP inh: -0.5; Rpn11 block: inactive; Neddyl block: inactive; Rin1 Abl inh: -2.3; DNMT1 block: 1.6; NadD inh: 1.3; SUMO1 PPI mod: -0.5

Results for Cc1cc(C(=O)N2CCCC(Nc3ccccc3)C2)c2ccc(F)cc2n1 (stereo not given) ?
CSN inh: -0.7; STEP inh: 1.9; LMPTP inh: -0.4; Rpn11 block: inactive; Neddyl block: inactive; Rin1 Abl inh: -1.4; DNMT1 block: 0.0; NadD inh: -3.8; Scp1 inh: -13.6; SUMO1 PPI mod: 0.7

What do the screens show for `CCN1CCN(CCCNC(=O)c2ccc(/C=C3/Oc4ccccc4N(Cc4cccc(C)c4)C3=O)cc2)CC1`?
CSN inh: -0.9; STEP inh: 13.6; LMPTP inh: 1.2; Rpn11 block: inactive; Rin1 Abl inh: -0.9; DNMT1 block: 1.3; NadD inh: 1.4; Scp1 inh: 4.5; SUMO1 PPI mod: -109.7

What do the screens show for `CCOC(=O)C1CCN(C(=O)c2ccc3c(c2)NC(=O)/C(=C\c2cccc(C)c2)S3)CC1`?
CSN inh: -3.4; STEP inh: 0.6; LMPTP inh: 4.2; Rpn11 block: inactive; Neddyl block: inactive; Rin1 Abl inh: 3.5; DNMT1 block: -10.1; NadD inh: -4.1; Scp1 inh: 0.3; SUMO1 PPI mod: -11.4

What do the screens show for `COc1ccc(OC)c(CCNC(=O)c2ccccc2NC(=O)C2=C(C)OCCS2)c1`?
CSN inh: -0.1; STEP inh: 0.3; LMPTP inh: 0.4; Rpn11 block: inactive; Neddyl block: inactive; Rin1 Abl inh: -2.0; DNMT1 block: -2.8; NadD inh: -7.8; Scp1 inh: -2.5; SUMO1 PPI mod: 5.0

Results for CCn1c(CN2C(=O)CSc3ccccc32)n[nH]c1=S ?
CSN inh: 0.6; STEP inh: 0.7; LMPTP inh: -16.0; Rpn11 block: inactive; Neddyl block: inactive; Rin1 Abl inh: -1.0; DNMT1 block: 1.1; NadD inh: -2.5; Scp1 inh: -6.2; SUMO1 PPI mod: 1.3

Results for COc1ccc(N2CCN(c3ccc(NC(=O)c4ccc5c(c4)OCO5)cc3C#N)CC2)cc1 ?
CSN inh: 0.5; STEP inh: -2.5; LMPTP inh: -1.4; Rpn11 block: inactive; Neddyl block: inactive; Rin1 Abl inh: 2.7; DNMT1 block: 4.2; NadD inh: 0.1; Scp1 inh: -4.5; SUMO1 PPI mod: 5.7

Results for CN1CCc2c(sc3c2C(=O)NC(c2cn(Cc4ccccc4)c4ccccc24)N3)C1 (stereo not given) ?
CSN inh: 25.7; STEP inh: 4.7; LMPTP inh: 3.1; Rpn11 block: active; Neddyl block: inactive; Rin1 Abl inh: -9.6; DNMT1 block: -20.3; NadD inh: 5.2; Scp1 inh: -24.9; SUMO1 PPI mod: -20.7

What do the screens show for `Cc1ccccc1-c1nnc(SCCC(=O)N2CCOCC2)o1`?
CSN inh: -0.5; STEP inh: 0.6; LMPTP inh: -2.2; Rpn11 block: inactive; Neddyl block: inactive; Rin1 Abl inh: -7.6; DNMT1 block: -0.5; NadD inh: -5.2; Scp1 inh: -5.2; SUMO1 PPI mod: 0.4

How did Cc1onc(-c2ccccc2Cl)c1C(=O)N(C)C1CCCCC1 do in these assays?
CSN inh: -0.4; STEP inh: -2.0; LMPTP inh: -0.5; Rpn11 block: inactive; Neddyl block: inactive; Rin1 Abl inh: -0.4; DNMT1 block: 14.9; NadD inh: 2.8; Scp1 inh: -2.8; SUMO1 PPI mod: -1.2

What do the screens show for `COc1ccc(NC(=O)CN(C)C(=O)c2ccc(NS(=O)(=O)c3cccc([N+](=O)[O-])c3)cc2)cc1`?
CSN inh: -0.1; STEP inh: -1.5; LMPTP inh: -1.5; Rpn11 block: inactive; Neddyl block: inactive; Rin1 Abl inh: -1.9; DNMT1 block: 3.3; NadD inh: -2.2; Scp1 inh: -9.0; SUMO1 PPI mod: -19.0

How did COc1ccc(NC(=O)CN(C)C(=O)c2cccc(S(=O)(=O)N3CCN(c4ccccc4)CC3)c2)cc1 do in these assays?
CSN inh: -3.8; STEP inh: -0.6; LMPTP inh: 1.3; Rpn11 block: inactive; Neddyl block: inactive; Rin1 Abl inh: 4.0; DNMT1 block: -4.0; NadD inh: 3.2; Scp1 inh: -0.8; SUMO1 PPI mod: 4.8

What do the screens show for `O=C(CSc1nnc(-c2cccnc2)n1-c1ccccc1)Nc1ccccc1`?
CSN inh: 0.9; STEP inh: -3.1; LMPTP inh: -1.4; Rpn11 block: inactive; Neddyl block: inactive; Rin1 Abl inh: 2.1; DNMT1 block: -3.5; NadD inh: 6.1; Scp1 inh: -0.1; SUMO1 PPI mod: -1.6

What do the screens show for `CCc1nc2ccc(C(=O)NC3CCN(Cc4ccccc4)CC3)cn2c1N(C)Cc1ccc(N(C)C)cc1`?
CSN inh: -2.0; STEP inh: 1.9; LMPTP inh: 5.0; Rpn11 block: inactive; Neddyl block: inactive; Rin1 Abl inh: -2.3; DNMT1 block: -7.2; NadD inh: -0.1; SUMO1 PPI mod: -0.1

What do the screens show for `CCOc1ccc(NC(=O)CSc2nc(N)c(-c3ccccc3)c(=O)[nH]2)cc1`?
CSN inh: -16.2; STEP inh: -1.6; LMPTP inh: 1.1; Rpn11 block: inactive; Neddyl block: inactive; Rin1 Abl inh: -1.2; DNMT1 block: -1.5; NadD inh: 3.4; Scp1 inh: -2.5; SUMO1 PPI mod: 2.4

From PubChem
